PRMT1 FP inh: PRMT1 methyltransferase inhibitors, primary screen, biochemical, fluorescence polarization; Protein arginine N-methyltransferase 1 (Homo sapiens), Q99873; recombinant PRMT1, activity-based probe fluorescence polarization; inhibition, % at 2.79 µM; 370,000 compounds, 1.3% hits; AID 652257, 2013;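 active = inhibition above about 21% made by adding two undisclosed values, limit read from the data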
Rev-erbA mod: modulators of Rev-erb alpha DNA binding, primary screen, biochemical, FITC-DNA, fluorescence polarization, uHTS. Rev-erbα–FITC-DNA binding, 90 min. activity, % at 10 µM. 370,000 compounds, 0.79% hits. AID 1259318, 2017;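 active = activity above about 14%, limit read from the data; passing the limit was not always enough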;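 note: 0% = DMSO wells with 35 nM protein and 100% = DMSO wells with 750 nM protein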
Target sequence (P20393 whole entry, looked up): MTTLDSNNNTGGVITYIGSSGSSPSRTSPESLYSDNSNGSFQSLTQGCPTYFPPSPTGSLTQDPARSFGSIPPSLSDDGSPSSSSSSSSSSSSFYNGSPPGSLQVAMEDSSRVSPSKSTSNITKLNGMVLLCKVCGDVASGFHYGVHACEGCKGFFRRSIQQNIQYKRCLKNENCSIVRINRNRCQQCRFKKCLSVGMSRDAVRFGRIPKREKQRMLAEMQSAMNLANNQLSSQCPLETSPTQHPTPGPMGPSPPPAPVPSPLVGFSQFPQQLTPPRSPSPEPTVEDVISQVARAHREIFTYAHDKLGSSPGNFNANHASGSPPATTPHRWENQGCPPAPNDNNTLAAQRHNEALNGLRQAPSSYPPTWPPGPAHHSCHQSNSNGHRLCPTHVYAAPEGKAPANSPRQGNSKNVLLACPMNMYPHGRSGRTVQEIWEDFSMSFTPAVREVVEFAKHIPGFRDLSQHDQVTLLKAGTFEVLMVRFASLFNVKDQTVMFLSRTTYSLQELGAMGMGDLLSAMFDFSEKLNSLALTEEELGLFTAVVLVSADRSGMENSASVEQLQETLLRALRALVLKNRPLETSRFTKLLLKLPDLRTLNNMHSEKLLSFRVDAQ
TCR CD3 inh: inhibitors of human TCR-CD3 interaction, primary screen, biochemical, fluorescence, TAMRA-labeled TCR probe. T-cell receptor (TCR). inhibition, % at 9.4 µM. 360,000 compounds, 0.37% hits; in the data active = inhibition above about 19%;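 note: recombinant mutant TCR 2C K166C tagged with TAMRA read by polarization; 0% = receptor in buffer alone and 100% = receptor with positive control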
mABHD4 FP: ABHD4 inhibitors, primary screen, biochemical, fluorescence polarization, mouse. (Lyso)-N-acylphosphatidylethanolamine lipase (Mus musculus), Q8VD66. purified mABHD4, FP-Rh probe fluorescence polarization. inhibition, % at 8.92 µM. 370,000 compounds, 0.54% hits;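 active = inhibition exceeding the mean over every tested compound plus 3 SD, cut at about 30% in these data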;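 note: 0% = plate median of compound wells and 100% = S159A mutant with DMSO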
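Assay system: mouse ABHD4 enzyme, wild type / Also added: fluorescent activity-based probe FP-Rh / Doses: single nominal dose of 8.92 µM, 0.89% DMSO final / Timing: 45 min compound pre-incubation plus 60 min probe step, 25 °C / Signal: FP readout, ex 525 nm / em 598 nm / Control set: S159A mutant/DMSO as 100%, compound-well median as 0%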
UHRF1 MBD2 ctr: UHRF1 methylated DNA binding inhibitors, primary screen, counter-screen for MBD2 inhibitor project, biochemical, TR-FRET, human UHRF1, single concentration; E3 ubiquitin-protein ligase UHRF1 (Homo sapiens), Q96T88; UHRF1 binding to methylated oligo; inhibition, % at 4.4 µM; 370,000 compounds, 0.75% hits; AID 687016, 2013; in the data active = inhibition above about 21%;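 note: UHRF1 SRA domain binding a hemimethylated CpG hairpin DNA probe; 0% = median of test compound wells and 100% = reference inhibitor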
HTRA1 inh: HTRA1 serine protease inhibitors, primary screen, biochemical, fluorescence polarization, HTS | Q92743 | recombinant HTRA1, FP-rhodamine activity-based probe | inhibition, % at 5.96 µM | 340,000 compounds, 0.5% hits | AID 504803, 2011; in the data active = inhibition above about 36%;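 note: 0% = enzyme with DMSO and 100% = wells lacking enzyme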
Target sequence (Q92743 whole entry, looked up): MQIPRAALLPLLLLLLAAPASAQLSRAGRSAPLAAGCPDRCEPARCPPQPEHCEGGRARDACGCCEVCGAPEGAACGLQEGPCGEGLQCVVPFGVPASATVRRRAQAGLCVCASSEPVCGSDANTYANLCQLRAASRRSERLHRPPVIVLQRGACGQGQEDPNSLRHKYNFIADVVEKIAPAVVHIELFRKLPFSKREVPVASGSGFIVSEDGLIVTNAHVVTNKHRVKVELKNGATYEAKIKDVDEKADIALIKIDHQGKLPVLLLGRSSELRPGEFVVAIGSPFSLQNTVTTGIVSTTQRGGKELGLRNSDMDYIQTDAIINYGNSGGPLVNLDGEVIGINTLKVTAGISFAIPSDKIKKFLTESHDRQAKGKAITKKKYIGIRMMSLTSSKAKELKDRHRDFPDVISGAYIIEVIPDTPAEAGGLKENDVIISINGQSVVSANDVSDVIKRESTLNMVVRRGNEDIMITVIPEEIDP
LEDGF integ inh: blockers of LEDGF/p75-dependent integrase strand transfer – biochemical, TR-FRET, high throughput, primary screen; HIV-1 integrase (with human LEDGF/p75); TR-FRET IN-LEDGF/p75 DNA integration, Eu/Cy5; inhibition, % at 3.7 µM; 370,000 compounds, 0.64% hits;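 active = inhibition above the screen-wide mean plus 3 SD, cut at about 13% in these data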;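 note: signal is the Cy5 over europium emission ratio at 671 and 618 nm; 0% = plate median of compound wells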
PG9 binder: binders of HIV-1 gp120 antibody PG9, primary screen, biochemical, TR-FRET | HIV-1 gp120 / PG9 antibody interaction | TR-FRET gp120-PG9 antibody binding | inhibition, % at 6.7 µM | 360,000 compounds, 0.43% hits; in the data active = inhibition above about 8.5%
rCAG binder: binders of r(CAG) RNA repeats, primary screen, biochemical, fluorescence; r(CAG) RNA repeat, TO-PRO-1 dye displacement fluorescence; inhibition, % at 3 µM; 370,000 compounds, 1.3% hits;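 active = inhibition above the plate cutoff, the mean of all test compounds on that plate plus 3 SD, cut at about 35% in these data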;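 note: 0% = DMSO alone and 100% = 100 µM mitoxantrone as full dye displacement; higher means more dye released from RNA so lower well fluorescence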
MBD2 inh: inhibitors of MBD2 binding to methylated DNA, primary screen, biochemical, TR-FRET, DNA-binding domain, human; MBD2 binding to methylated oligonucleotide; Methyl-CpG-binding domain protein 2 (Homo sapiens), Q9UBB5; inhibition, % at 4.4 µM; 370,000 compounds, 0.31% hits; in the data active = inhibition above about 13%
* = called active by the depositor; / = not tested or not shown.

SMILES,UHRF1 MBD2 ctr,rCAG binder,mABHD4 FP,TCR CD3 inh,HTRA1 inh,MBD2 inh,LEDGF integ inh,Rev-erbA mod,PRMT1 FP inh,PG9 binder
CCC(C)C(NC(=O)OC(C)(C)C)C(=O)NC(C(=O)NC(C)C(N)=O)C(C)C (stereo not drawn),5,-2,-5,2,8,1,-5,4,7,-0.9
O=c1[nH]c(=O)c2[nH]c(=S)n(-c3ccccc3)c2[nH]1,5,1,3,-1,2,4,-4,-7,11,-5.5
COc1cc(NC(=O)c2sc3ncn(CC(=O)N4CCCC(C)C4)c(=O)c3c2C)cc(OC)c1OC (stereo not drawn),-1,-3,1,1,2,-1,-1,0,1,-0.9
COc1cccc(Oc2coc3c(CN4CCOCC4)c(O)ccc3c2=O)c1,-1,0,-1,0,-1,0,-3,1,-4,1.2
COCCSc1nnc(NC(=O)Cc2ccccc2OC)s1,2,3,-6,3,1,8,-2,-3,6,1.2
Cc1c(C(=O)C(=O)N2c3ccc(F)cc3CCC2C)c2ccccc2n1C (stereo not drawn),2,-1,1,3,-6,-3,0,-2,-4,-2.3
CSc1cc(-c2ccc(Cl)cc2)c(C(=O)NN)s1,-1,3,-1,0,7,-8,0,7,0,0.5
CC(CNC(=O)CN(C)CC(=O)Nc1ccccc1Br)c1ccccc1 (stereo not drawn),-1,-6,-4,-5,-3,-3,2,-1,-6,0.5
CCCCCOc1ccccc1C(=O)NCCCCCC(=O)O,1,-2,-3,1,6,0,3,2,4,-0.2
COCCNC(=S)N(C)[C@H]1C[C@H]2c3[nH]c4c(-c5ccc6c(c5)OCO6)cccc4c3CCN2C[C@H]1[C@H](C)O,-3,9,8,/,/,-7,1,8,3,/

Some of these compounds in order of SMILES length, low to high:
SMILES,UHRF1 MBD2 ctr,rCAG binder,mABHD4 FP,TCR CD3 inh,HTRA1 inh,MBD2 inh,LEDGF integ inh,Rev-erbA mod,PRMT1 FP inh,PG9 binder
COCCSc1nnc(NC(=O)Cc2ccccc2OC)s1,2,3,-6,3,1,8,-2,-3,6,1.2
COc1cccc(Oc2coc3c(CN4CCOCC4)c(O)ccc3c2=O)c1,-1,0,-1,0,-1,0,-3,1,-4,1.2
COc1cc(NC(=O)c2sc3ncn(CC(=O)N4CCCC(C)C4)c(=O)c3c2C)cc(OC)c1OC (stereo not drawn),-1,-3,1,1,2,-1,-1,0,1,-0.9

More results
SMILES,UHRF1 MBD2 ctr,rCAG binder,mABHD4 FP,TCR CD3 inh,HTRA1 inh,MBD2 inh,LEDGF integ inh,Rev-erbA mod,PRMT1 FP inh,PG9 binder
COc1nc(-c2ccc(C)cc2)ccc1-c1noc(-c2cccnc2)n1,-1,-9,2,8,-4,-1,-4,22*,-1,-0.3
CC(/C=N/NC(=O)Cc1cccn1C)=C\c1ccco1,21*,18,4,11,9,9,37*,-9,5,-1.7
Cc1ccc(C(=O)Cc2nnc(C)s2)cc1,-1,-2,5,-8,5,-4,-2,2,4,0.4
Cc1noc(C)c1-c1ccc(C(=O)NCCC(F)(F)F)c2occc12,0,-1,-11,1,/,-2,1,-3,-8,-1.1
Cc1nc(NC(=O)CN2CC(C)OC(C)C2)sc1C(=O)N(C)C (stereo not drawn),3,-3,-1,-2,1,1,-2,0,-2,-0.8
CCC(=O)Nc1ccc(C(=O)NNC(=O)c2cccs2)cc1,-3,1,-11,9,8,-11,-3,4,-2,-0.7
COc1ccc(C(=O)Nc2cc(C(F)(F)F)ccc2Cl)cc1OC,0,-6,-1,2,-9,5,-1,-5,1,-0.1
Cc1cccc(NC(=O)c2onc3c2CCCC3)c1C,5,0,-2,-8,-3,6,2,0,2,0.8
Cc1ccccc1NC(=O)Nc1nc(CN)cs1,-3,2,2,-1,/,1,3,-3,-1,-0.6
CCC(C(=O)NCc1cccnc1)n1nc(C)c2sc3ccccc3c2c1=O (stereo not drawn),-1,-5,5,3,-3,2,-1,-7,4,0.3
Cc1ccc(OCCc2csc(N)n2)cc1,-1,-2,-2,6,1,1,2,8,-1,-0.8
CCc1ccc(NC(=O)NC2CCCCCCC2)cc1,-2,-4,0,-1,-11,0,-5,4,0,0.6
Cc1ccc(-n2nnnc2SCc2nnc(-c3ccccc3Br)o2)cc1,2,7,-4,-3,-24,-3,1,2,0,0.4
CCC[C@H]1[C@@H](OC(=O)NC(CC)CC)CC[C@@]23CCCN2C(=O)CCC[C@@H]13,78*,/,2,/,/,4,-1,1,-2,/
Cc1ccc(S(=O)(=O)N(C)C)cc1NC(=O)COc1ccc(-c2nnco2)cc1,2,3,0,-3,-1,3,-2,1,2,1.0
O=C1NCCC12C(=O)Nc1ccccc12 (stereo not drawn),2,2,2,3,2,0,-4,-3,6,0.8
CN1CCN(S(=O)(=O)c2cccc(C(=O)NC3(C)CCS(=O)(=O)C3)c2)CC1 (stereo not drawn),-1,1,4,-9,-2,0,-10,5,1,-0.2
O=C(O)CNC(=O)CCCn1nnc2ccccc2c1=O,2,0,3,-1,4,1,3,-9,1,0.1
Cc1ccccc1Nc1nc(N)c2ccccc2n1,0,-3,6,-3,-2,0,-2,1,1,-0.1
CC(C)CN1C(=O)[C@]2(CC(=O)N(C)C2c2ccccc2)c2cc(-n3cc(CCCC#N)nn3)ccc21 (stereo partly drawn),0,0,3,/,/,3,3,-5,2,/
CCN1CCN(Cc2ccc(NC(=O)c3cc(NC(=O)c4cncc(-c5cccs5)c4)cc(OC)c3)cc2C(F)(F)F)CC1,14,15,-68,17,-136,-2,0,-12,0,1.1
Cn1c(Cc2ccccc2)nnc1SCC(=O)Nc1ccc2c(c1)OCO2,-4,-3,1,-1,7,2,-2,5,-1,1.3
Cn1cnnc1SCC(=O)Nc1ccc(Cl)cc1,5,-1,4,-5,6,4,0,0,-2,1.4
COc1cccc(/C=C2/SC(=O)N(C)C2=O)c1OCc1ccc(C(=O)O)cc1,2,12,-4,2,-6,3,-2,-4,3,-2.2
O=C(/C(=N/O)c1ccccc1)c1ccccc1,0,-2,-8,3,-3,3,1,2,-3,-0.2
CC1CCCN(S(=O)(=O)c2ccc(Br)s2)C1 (stereo not drawn),-3,0,-5,5,-4,0,2,-1,-4,-1.7
O=C(Nc1ccc2c(c1)C(=O)OC2)c1ccccc1Cl,-2,1,1,2,-5,-3,1,-1,3,0.1
COc1ccc(N2CCN(C(=S)Nc3cccc(C)c3C)CC2)cc1,4,-2,5,5,-5,2,-1,-6,-1,0.3
COc1ccc(C(c2c(O)ccc3ccccc23)N2CCOCC2)c(OC)c1 (stereo not drawn),-3,9,-30,6,-76,0,-3,0,67*,0.0
Cc1cc(C)n(-c2ncnc3sc(C)c(C)c23)n1,1,1,-4,7,6,-1,-2,0,-2,-0.2
CCOc1ccc(/C(O)=C2\C(=O)C(=O)N(CCOCCO)C2c2ccccc2OC)cc1 (stereo not drawn),5,1,2,1,0,-5,0,-5,2,3.7
CCCN(CCC)CCNC(=O)C1(O)c2ccccc2NC(=O)N1c1cccc(OC)c1 (stereo not drawn),2,0,1,1,2,2,-1,0,-6,-2.6
CCOc1ccc(NC(=O)CN(C)C(=O)c2ccccc2-n2cnnn2)cc1OCC,-2,-2,4,-6,2,-7,0,-6,-1,2.2
O=C(NC1CCCCN(Cc2cccc(Cl)c2)C1=O)c1ccc(F)c(F)c1 (stereo not drawn),-2,1,0,/,/,1,1,-4,3,/
CN1C(=O)/C(=C/c2ccc(OCc3cccc(F)c3)cc2)NC1=S,-3,2,0,12,6,2,2,-7,-2,-1.7
CC(C)CC1NC(=O)N(Cc2nc3ccccc3s2)C1=O (stereo not drawn),3,2,-9,-12,-3,4,5,-7,-6,-0.5
CCOC(=O)N1CCN(C(=O)CCn2c(=O)[nH]c3ccsc3c2=O)CC1,3,-3,0,1,-6,2,-2,-3,-5,0.4
CC(C)(C)c1ccc(S(=O)(=O)N2CC(C(=O)O)Oc3ccc(Cl)cc32)cc1 (stereo not drawn),-3,63*,-10,1,-33,-5,1,-5,-1,0.6
CC[C@H](C)[C@H](NC(=O)OCc1ccccc1)C(=O)Nc1ccc(NC(C)=O)cc1,0,-1,5,-2,3,-4,-10,6,2,-0.8
COc1cc(SC)ccc1C(=O)NC(C)C,1,1,-2,5,-8,-3,-2,3,-2,-0.9
COc1ccc(CNC(=O)c2csc(Cc3ccc(Cl)cc3)n2)cc1,-3,-4,-4,3,-48,4,4,0,-3,-0.6
CC1CCN(C(=O)C2CCN(S(=O)(=O)c3cccnc3)CC2)CC1,6,-3,5,-2,-2,-6,1,-3,-4,3.2
O=C(CN1C(=O)c2ccccc2C1=O)c1ccccc1,0,-1,2,1,11,-3,1,0,-1,-1.0
CCCOc1ccc(-c2nc(C#N)c(N3CCN(C)CC3)o2)cc1,1,-6,3,7,0,0,1,1,-1,1.3
COc1ccc(NC(=O)CSc2nnc(-c3ccco3)n2N)cc1Cl,22*,2,2,3,0,-1,-1,2,4,-0.1
O=C(NCc1cccnc1)c1[nH]c(C(F)(F)F)nc1-c1ccccc1,2,2,-3,1,/,-3,1,-3,0,-1.5
COCCNC(=S)N1CCC(NC(=O)c2ccco2)CC1,5,-4,1,-4,1,1,-4,-4,4,-0.2
C/C(=N\NC(=O)c1ccco1)c1cccc2ccccc12,0,-1,0,-5,0,-4,3,5,-2,-1.8
COc1cccc(Oc2ccc(N)cc2)c1,-1,-2,-1,-1,9,-7,2,0,-1,0.7
COc1ccc(OC)c(NC(=O)CCN2CCN(Cc3ccccc3)CC2)c1,4,-7,4,-3,8,1,-5,-3,3,-1.8

Next section.
SMILES,UHRF1 MBD2 ctr,rCAG binder,mABHD4 FP,TCR CD3 inh,HTRA1 inh,MBD2 inh,LEDGF integ inh,Rev-erbA mod,PRMT1 FP inh,PG9 binder
COc1ccc(NC(=O)CSc2nccn2Cc2ccccc2)c(OC)c1,0,-10,3,-4,1,2,0,1,2,-0.1
Cc1ccc[n+](CC(=O)Nc2cccc([N+](=O)[O-])c2)c1,0,0,5,13,5,-2,0,0,-2,-2.0
O=c1c2cc(Br)ccc2nc(-c2cccc(Cl)c2)n1O,-2,4,5,5,-1,2,-1,-7,-1,0.9
COc1ccc(N(C(C)=O)c2nc3ccccc3[nH]2)cc1,2,-5,-3,-16,6,1,3,0,-3,-1.8
COc1ccc(NC(=O)CN(C)C(=O)CCSc2ccc(F)cc2)cc1,0,-4,-4,-1,-2,-6,1,4,1,0.8
O=C(NCCCN1CCOCC1)C1CCN(S(=O)(=O)c2cccc(Cl)c2Cl)CC1,3,-2,24,2,3,3,2,0,-4,-1.3

Screening data as filed in PubChem BioAssay.

An excerpt (hit frequency here may not be typical).
